From PubChem BioAssay
PMI inhibitors = inhibitors of human PMI, primary screen, biochemical, fluorescence intensity, coupled assay (AID 1209) | hit rate 0.42% among 190,000 | Mannose-6-phosphate isomerase (Homo sapiens) | inhibition, % at 20 µM; hits with a dose series show IC50 in µM | purified PMI enzyme, coupled fluorescence intensity; higher % means a stronger effect;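 note: plate controls were DMSO vehicle for no effect and wells lacking substrate for full effect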
RSV antiviral HEp-2 = RSV antiviral activity via CPE protection, HEp-2 cells, primary 10 µM value included (AID 2391); HEp-2 cells, RSV-induced CPE inhibition; higher % means a stronger effect; CPE inhibition, % at 10 µM; hits with a dose series show IC50 in µM; hit rate 0.13% among 310,000; in the data active = a potency from the dose series; inconclusive = CPE inhibition mostly from about 23% at the one dose, without a potency; inactive = the rest, 99 in 100 with CPE inhibition below about 21%; note: strong numbers were not always called active
CSM14.1 death rescue = rescue of cells from ER stress-induced death, primary screen, 384-well, CSM14.1, thapsigargin, ATP luminescence (AID 1222); 190,000 tested, under 10 active; CSM14.1 thapsigargin-induced death rescue, ATP luminescence; higher % means a stronger effect; one-dose cellular ATP content (survival), % at 20 µM; EC50 in µM for titrated hits;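 active = EC50 below 50 µM in the dose-response confirmation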;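 note: death triggered by thapsigargin at about 15 µM added after 2 h compound pretreatment; cell ATP read after overnight thapsigargin exposure of roughly 18 to 22 hours; normalized against plate controls of thapsigargin alone and 5% DMSO vehicle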
TNAP activators = human TNAP enzyme activators, primary screen, biochemical, luminescent, no phosphate acceptor, uHTS (AID 1001); hit rate 0.03% among 200,000; Alkaline phosphatase, tissue-nonspecific isozyme (Homo sapiens); activation fold at 20 µM, or EC50 in µM where a hit was titrated; purified TNAP, luminescent activation assay, no phosphate acceptor; higher activation fold means a stronger effect; in the data active = activation fold from about 3, or a potency from the dose series; inactive = the rest, 99 in 100 with activation fold below about 1.6; note: many of its hits are not listed in these tables
PMI inhibition = human PMI inhibitors, high substrate, primary screen, biochemical, fluorescence intensity, high mannose 6-phosphate (AID 1220) | Mannose-6-phosphate isomerase (Homo sapiens) | recombinant PMI enzyme, coupled fluorescence intensity; higher % means a stronger effect | one-dose inhibition, % at 20 µM; IC50 in µM for titrated hits | hit rate 0.66% among 190,000
West Nile virus CPE = West Nile virus antiviral activity, cell-based, CPE readout (AID 1621) | one-dose CPE inhibition, % at 10 µM; IC50 in µM for titrated hits | West Nile virus-infected cells, CPE inhibition; higher % means a stronger effect | hit rate 0.02% among 290,000; in the data active = a potency from the dose series; inconclusive = CPE inhibition mostly from about 3.7% at the one dose, without a potency; inactive = the rest, 99 in 100 with CPE inhibition below about 2.2%; note: strong numbers were not always called active
SV40 large T antigen = SV40 large T antigen inhibitors, biochemical (AID 1903) | SV40 large T antigen ATPase/helicase inhibition assay; higher % means a stronger effect | inhibition, % at 20 µM; hits with a dose series show IC50 in µM | hit rate 0.39% among 310,000; in the data active = a potency from the dose series; inconclusive = inhibition mostly from about 32% at the one dose, without a potency; inactive = the rest, 99 in 100 with inhibition below about 32%; note: strong numbers were not always called active
Insulin prom up = insulin promoter activators in MIN6 cells, imaging, high-content screening, mouse beta cells | hit rate 0.3% among 190,000 | MIN6 insulin promoter-GFP reporter; stronger effect = higher value | AID 1625, 2009 | z-score at 5 µM;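 active = z-score above 3 at 5 µM with at least 500 cells counted in the well; inconclusive = wells under 500 cells, flagged as cytotoxic or low count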
Salmonella PhoP GFP = inhibitors of PhoP regulon expression, primary screen, Salmonella Typhimurium, GFP reporter (AID 1863); hit rate 0.16% among 300,000; one-dose inhibition, % at 50 µM; IC50 in µM for titrated hits; S. Typhimurium PhoP-regulated promoter GFP reporter, 4 h; higher % means a stronger effect;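 active = inhibition over 29.93%, a cutoff 3 SD above the screen mean, later confirmed by dose response; inconclusive = inhibition over 29.93% but no dose response follow-up; inactive = inhibition at most 29.93% or unconfirmed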;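 note: 0% = low Mg2+ inducing control and 100% = high Mg2+ repressing control; strong numbers were not always called active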
Insulin prom up cell count = further read-out of Insulin prom up, marked with its call; cell count; measured here: cytotoxicity, nuclei count;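 total cells summed across four imaged fields per well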
* marks the source's active call; other numbers are inactive results; ? = inconclusive; / = no result given. Cut-off read from the data, not from the text of the source, unless noted: active = inhibition above about 50%; inactive = the rest. No enrichment for hits; overall some 1.5% were active at least once.

Order of results – Salmonella PhoP GFP	RSV antiviral HEp-2	West Nile virus CPE	CSM14.1 death rescue	PMI inhibition	PMI inhibitors	Insulin prom up cell count	SV40 large T antigen	Insulin prom up	TNAP activators
CN(C)c1cccc(C(=O)Nc2cc(C(F)(F)F)ccc2-n2cnc3ccccc32)c1
 : 27.0%	3.2%	-1.6%	0.3%	6.6%	12.2%	1446	3.2%	0.16	1.1
CCOC(=O)c1c(NC(=O)CN2CCCCC2)sc(C)c1C
 : -6.1%	0.2%	-1.4%	0.3%	9.0%	14.7%	1288	3.2%	-0.48	1.1
N=C1C(c2nc(-c3cccc([N+](=O)[O-])c3)cs2)=C(O)CN1NC(=O)c1ccco1
 : -8.5%	0.4%	-0.2%	-1.8%	0.6%	-0.3%	1062	4.1%	-0.42	1.1
CCOC(=O)n1c(=O)n(C)c2ccc(Cl)cc21
 : 8.4%	-4.0%	-0.2%	-1.6%	-3.3%	-13.1%	1204	8.7%	0.23	0.9
O=c1cccc2n1Cc1cc3ccccc3nc1-2
 : 2.4%	10.0%	2.2%	-5.1%	-10.5%	-11.6%	1396	13.7%	0.15	1
O=[N+]([O-])/C(C(=C(Cl)Cl)N1CCOCC1)=C1\NCCO1
 : -8.8%	1.9%	-0.1%	-1.0%	5.0%	5.4%	1449	-1.3%	0.39	1.1
COC(=O)c1ccc(OCCn2cnc3ccccc3c2=O)cc1
 : -12.9%	0.5%	0.0%	-3.3%	7.0%	2.8%	/	2.4%	/	1.1
Cc1cccc(NS(=O)(=O)c2c(C)nc3scc(C)n3c2=O)c1
 : 2.9%	1.2%	-0.8%	/	/	/	/	-4.8%	/	/
Cc1cc(C)n(CC(O)COc2ccc3ccccc3c2)n1 (centres undefined)
 : -0.2%	-1.4%	-0.9%	2.3%	8.4%	7.3%	1580	12.1%	0.21	1.1
CC(=O)Nc1ccc(NC(=O)CCn2nnc3ccccc32)cc1
 : -1.7%	-1.6%	0.0%	-1.4%	-6.9%	-1.3%	1623	-1.8%	-0.13	1
COc1ccc(NC(=O)CN2C(=O)C(c3ccccc3)=NC23CCCCCC3)cc1
 : 0.8%	5.7%	/	0.0%	15.4%	15.4%	1492	15.2%	0.16	1.1
O=C(NCCCn1ccnc1)c1ccc(Br)s1
 : -0.4%	0.7%	-0.4%	/	/	/	/	16.5%	/	/
COC(=O)c1c(NC(=O)c2cnccn2)sc2c1CCC2
 : -9.3%	0.4%	/	-0.3%	-1.9%	8.8%	961	0.2%	0.05	1
COC(=O)c1ccc(CSc2nc3c(c(=O)n2-c2ccccc2)SCC3)o1
 : 2.7%	2.3%	0.0%	/	-2.3%	1.3%	1150	11.2%	0	1
Clc1ccc(CSc2nccn2Cc2ccccc2)cc1
 : -11.1%	16.0%	-1.0%	-0.6%	12.8%	26.9%	1599	0.2%	0.36	1.3
Cc1cccc(S(=O)(=O)c2c(N)n(-c3ccccc3)c3nc4ccccc4nc23)c1
 : 1.3%	1.1%	-0.9%	0.5%	3.4%	0.4%	1192	7.4%	-0.09	1
Cc1ncc(CSCC(=O)Nc2cc(C(F)(F)F)ccc2Cl)c(CO)c1O
 : 3.5%	2.0%	-0.2%	/	/	/	/	-0.4%	/	/
CC(NC(=O)c1cc(COc2ccccc2)on1)c1nccs1 (centres undefined)
 : 8.9%	1.5%	0.3%	/	/	/	/	12.6%	/	/
CCN(C(=O)CN1C=NS(=O)(=O)c2ccccc21)c1ccccc1
 : 10.7%	1.7%	0.3%	-1.2%	-6.6%	3.7%	1335	25.8%	0.83	1.1
CCCCc1cc(=O)oc2cc(C)cc(O)c12
 : -7.0%	13.3%	-1.6%	-0.5%	7.5%	1.7%	1518	4.4%	-1.17	1
Cc1ccccc1N(C(=O)Cn1nnc(-c2cccs2)n1)C(C(=O)NCCC(C)C)c1ccco1 (centres undefined)
 : -2.8%	33.9%	0.9%	0.0%	18.2%	12.7%	1740	-2.2%	-0.5	1.1
O=C(Nc1ccc2c(c1)OCO2)C(c1ccccc1)N1CCN(C(=O)c2ccco2)CC1 (centres undefined)
 : 18.9%	3.1%	-0.2%	/	5.2%	11.5%	1109	4.1%	0.35	1.1
CS(=O)(=O)c1ccc2nc(NC(=O)CN3C(=O)C4CC=CCC4C3=O)sc2c1 (centres undefined)
 : -0.7%	3.8%	1.1%	-0.4%	-11.7%	-23.8%	1282	0.9%	0.39	1.1
CC(=O)c1cccc(-n2nnnc2SCC(=O)Nc2cccc(NC(=O)c3ccco3)c2)c1
 : 6.5%	2.8%	0.3%	3.2%	7.8%	9.0%	1272	-0.6%	0.22	1.1
COc1ccc(S(=O)(=O)N2CCCCC2)cc1NCC(=O)Nc1ccc(C)cc1
 : 9.0%	0.7%	-0.6%	/	/	/	779	11.0%	-0.62	/
Cc1nc2ccc(C(=O)N/N=C/c3ccccc3O)cc2[nH]1
 : 6.4%	0.1%	-0.5%	/	/	/	/	-2.2%	/	/
Cc1cccc(NC(=S)N(CCCN(C)C)Cc2cc3cc4c(cc3[nH]c2=O)OCO4)c1
 : -9.2%	-3.4%	?	-1.8%	-0.1%	9.1%	1366	26.7%	-0.18	1
COC(=O)c1ccc(NC(=O)CSc2nnc(COc3c(C)cccc3C)o2)cc1
 : -9.9%	1.7%	0.0%	-2.7%	-10.3%	-10.8%	947	9.2%	-1.51	1.1
Cc1ccc(NC(=S)N(CCCN2CCOCC2)Cc2ccco2)cc1
 : -9.3%	1.9%	-0.6%	-0.5%	-7.4%	-2.0%	1254	-0.1%	-1.12	1.2
CSc1cccc(NC(=S)N2CCC(N(C)C3CCCCC3)CC2)c1
 : -1.4%	-2.4%	/	-0.8%	5.5%	2.9%	1161	17.0%	0.1	1.1
CC1CN(C(=S)NC2CCCC2)CC(C)O1 (centres undefined)
 : -3.7%	1.1%	0.1%	/	/	/	/	16.3%	/	/
O=C(c1cc(-c2ccc(F)cc2)on1)N1CCCCCC1
 : -2.4%	1.1%	-0.5%	/	/	/	/	-5.8%	/	/
COc1ccc(NC(=O)CN2CCN(S(=O)(=O)c3ccc(C(C)C)cc3)CC2)cc1OC
 : -6.5%	2.1%	-0.7%	-3.3%	3.5%	10.4%	1201	2.7%	-0.35	1
CNNC(=S)NC1CC2CC1C1C=CCC21 (centres undefined)
 : -7.0%	1.8%	-1.0%	/	/	/	1427	-24.0%	-0.35	/
COc1ccc(CC(=O)OCn2nnc3ccccc3c2=O)cc1OC
 : -9.0%	0.2%	0.3%	/	/	/	1176	8.9%	-0.22	/
CCC(C)(C)C1CCC(=NNS(=O)(=O)c2ccc(C)c([N+](=O)[O-])c2)CC1 (centres undefined)
 : 6.4%	0.1%	?	-2.1%	-15.3%	2.0%	1540	10.2%	-0.14	0.8
Cc1ccc(/C=C(\NC(=O)c2ccccc2)C(=O)NC(Cc2ccccc2)C(=O)O)cc1 (centres undefined)
 : -11.2%	0.7%	0.2%	0.2%	4.6%	10.8%	1350	9.5%	0.11	1.1
N#C/C(=C\c1ccncc1)C(N)=O
 : 18.3%	0.0%	0.7%	-0.5%	17.1%	-10.4%	1589	-6.2%	0.25	1.2
Cc1cccc(C(=O)Oc2cc(C)[nH]c(=O)c2[N+](=O)[O-])c1
 : -9.9%	2.8%	0.1%	/	/	/	/	1.8%	/	/
CCCSc1nnc(NC(=O)c2ccco2)s1
 : 1.6%	1.0%	2.2%	-1.2%	-14.9%	-16.0%	1281	6.2%	-0.57	1
CN(Cc1cccnc1)C(=O)CCCc1c[nH]c2ccccc12
 : -0.7%	2.2%	-0.2%	/	/	/	/	7.8%	/	/
CCC1(c2ccc(F)cc2)NC(=O)N(CC(=O)Nc2ccc(C(N)=O)cc2)C1=O (centres undefined)
 : -5.3%	1.4%	0.0%	/	/	/	/	8.1%	/	/
FC(F)(F)c1ccc2c(c1)[nH]c(=S)n2C1CC1
 : 9.1%	50.5%	-0.8%	-2.1%	-4.3%	-3.6%	/	16.9%	/	1.3
NC(=O)COc1ncnc2scc(-c3ccc(F)cc3)c12
 : -4.0%	0.5%	0.4%	-0.1%	18.8%	14.4%	1353	-0.5%	0.52	1.1
CC(C)(C)n1ncc2c(=O)n(CC(=O)N3CCCCC3)cnc21
 : -2.6%	-0.4%	0.4%	2.3%	8.3%	6.0%	1569	4.8%	-0.4	1.1
Cc1ccc(C(=O)c2cnc3cc4c(cc3c2S(=O)(=O)c2ccccc2)OCCO4)cc1
 : -3.9%	11.0%	?	-0.1%	6.8%	13.1%	1164	13.4%	0.09	1
O=C1CC(SCc2nc3ccccc3[nH]2)C(=O)N1c1cccc(Cl)c1 (centres undefined)
 : 24.5%	-0.9%	-0.8%	-0.5%	6.0%	5.9%	981	13.7%	0.03	1.1
Oc1oc(-c2ccccc2)nc1C=NCc1ccccc1
 : -0.8%	16.1%	-0.5%	-0.6%	-2.2%	1.6%	/	13.3%	/	0.9
O=C(Nc1ccc(NC(=O)c2cccs2)cc1)c1cccnc1
 : 5.0%	2.2%	0.0%	-0.1%	-2.7%	-0.2%	1410	8.0%	-0.24	1.1
CN(C(=O)NC1CCCCC1)c1ccccc1
 : 5.5%	1.1%	-0.5%	1.3%	1.3%	3.1%	1394	4.7%	-0.59	1.1
COc1ccccc1-c1coc2cc(O)cc(O)c2c1=O
 : 5.0%	20.8%	0.1%	-2.8%	1.6%	3.0%	922	1.1%	-0.04	1.1
C=CCN(C(=O)c1ccc2snnc2c1)c1ccccc1
 : 11.3%	0.8%	-0.2%	/	/	/	/	2.6%	/	/
COCCn1c(SCC(N)=O)nnc1-c1c[nH]c2ccccc12
 : 13.1%	-0.6%	-0.1%	0.6%	-7.5%	-8.2%	994	0.6%	-0.81	1.2
Cc1ccc(C)c(NC(=S)NNc2ccc(F)cc2F)c1
 : 11.6%	2.3%	-1.1%	/	/	/	/	10.8%	/	/
O=C(CCn1cnnn1)Nc1ccc(F)cc1
 : -10.7%	0.3%	0.6%	-0.6%	4.5%	1.5%	1236	24.2%	0.44	1.1
CCC(Oc1cc(Cl)ccc1Cl)C(=O)NNC(=O)CCC(=O)O (centres undefined)
 : -3.6%	0.9%	1.0%	-1.2%	10.8%	4.7%	1236	4.3%	-0.12	1
